Screening data: PubChem BioAssay, National Center for Advancing Translational Sciences (NCATS)
GRP78 ERSR act: inducers of ER stress response in human glioma cells. U87-MG GRP78 promoter luciferase reporter, 16 h. Potency, µM, for the others: at the top dose activation, hits mostly activators. hit rate 0.02% among 420,000. AID 602332; also: potency is read from the fitted curve at half-maximal effect; series mostly up to about 76 µM; % of control where 0% means no effect; nearly all actives have a fitted effect of over 35% in size
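Stably transfected U87-MG human glioma cells carrying a GRP78-based luminescent sensor were seeded at 1000 cells/well, pin-dosed with compounds and incubated 16 h. Luciferase reagent was then added, and end-point luminescence was read after 10 min at room temperature.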
Vif-A3F inh: inhibitors of Vif-A3F interaction. AID 602313. Potency, µM (doses to about 46.1 µM), for inactives: at the highest dose activity, negative = active. hit rate 0.2% among 390,000. HeLa A3F-eYFP + Vif (tagged APOBEC3F with the HIV-1 protein that degrades it), YFP fluorescence increase; also: potency is read from the fitted curve at half-maximal effect; % of control where 0% means no effect; nearly all actives have a fitted effect of over 65% in size
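Fluorescence increase (Ex 488/Em 500-530) after overnight compound treatment at 37 deg C flags inhibition of Vif-driven A3F-eYFP loss in stable HeLa A3F-eYFP/Vif cells seeded overnight beforehand.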
mIDH1 inhibitor: human IDH1 R132H inhibition. O75874. IDH1-R132H enzyme, NADPH consumption, diaphorase/resazurin fluorescence. Potency, µM (highest dose often 76.6 µM), inactives show at the top dose activity change, negative = inhibition, actives largely listed as inhibitors. hit rate 0.093% among 390,000. AID 602179; also: potency is read from the fitted curve at half-maximal effect; % is scaled to controls: 0 for no effect and ±100 for the full control effect; nearly all actives have a fitted effect of over 65% in size
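IDH1-R132H (0.5 ug/mL) preincubated 30 min with compound, then NADPH (0.016 mM) and alpha-KG (2 mM) added; 80 min at RT, pH 7.5. Remaining NADPH coupled via diaphorase/resazurin to fluorescence (540/590 nm); concentration-response curves normalized to no-enzyme control.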
USP1 inh: blocks the human USP1/UAF1 deubiquitinase complex. O94782. recombinant USP1/UAF1, Ub-Rhodamine cleavage fluorescence. Potency, µM (doses to about 57.1 µM), for the others: at the highest dose activity change, negative = inhibition, actives largely listed as inhibitors. hit rate 0.23% among 390,000. AID 743255; also: potency is read from the fitted curve at half-maximal effect; % is scaled to controls: 0 for no effect and ±100 for the full control effect; nearly all actives have a fitted effect of over 60% in size; inactives centre near -12
Target sequence (O94782 whole entry, looked up): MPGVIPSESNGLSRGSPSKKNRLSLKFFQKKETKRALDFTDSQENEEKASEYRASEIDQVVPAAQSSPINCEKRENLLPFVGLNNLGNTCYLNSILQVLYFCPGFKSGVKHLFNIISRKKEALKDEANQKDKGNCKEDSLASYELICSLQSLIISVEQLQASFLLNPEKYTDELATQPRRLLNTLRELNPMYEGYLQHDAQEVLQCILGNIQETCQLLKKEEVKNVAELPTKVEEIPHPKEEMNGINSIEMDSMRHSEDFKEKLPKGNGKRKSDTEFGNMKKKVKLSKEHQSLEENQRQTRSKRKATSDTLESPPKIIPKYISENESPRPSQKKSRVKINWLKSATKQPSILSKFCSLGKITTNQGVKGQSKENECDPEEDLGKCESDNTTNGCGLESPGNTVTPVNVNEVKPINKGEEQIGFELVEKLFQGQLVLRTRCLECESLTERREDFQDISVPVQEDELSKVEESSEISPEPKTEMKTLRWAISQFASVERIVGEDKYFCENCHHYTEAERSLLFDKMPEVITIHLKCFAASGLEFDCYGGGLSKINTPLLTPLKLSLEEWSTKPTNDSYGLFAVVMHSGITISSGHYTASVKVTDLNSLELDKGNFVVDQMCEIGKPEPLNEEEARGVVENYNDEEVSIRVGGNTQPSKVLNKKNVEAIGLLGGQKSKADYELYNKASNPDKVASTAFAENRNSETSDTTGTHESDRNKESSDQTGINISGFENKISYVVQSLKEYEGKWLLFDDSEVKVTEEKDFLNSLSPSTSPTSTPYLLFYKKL
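USP1/UAF1 complex at 1 nM was preincubated with compound for 15 min at room temperature, then Ub-Rho substrate (150nM final) was added. Fluorescence (480/540 nm) was read kinetically, 6 reads every 60 seconds.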
TrxR1 substrate: is turned over as a substrate by rat TrxR1 | O89049 | purified TrxR1 substrate turnover, NADPH consumption readout | Potency, µM (titrated, usually from 114 µM), inactives show at the top dose activity change, negative = substrate turnover | hit rate 0.01% among 390,000; also: potency is read from the fitted curve at half-maximal effect; % is scaled to controls: 0 for no effect and ±100 for the full control effect; nearly all actives have a fitted effect of over 50% in size
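Rat TrxR1, dispensed at 90 nM, was prereduced with 400 uM NADPH (final) for 5 min at ~22 deg C, then incubated with compound 15 min before 400 uM selenite. A first-read NADPH fluorescence drop versus no-compound background flagged substrates.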
Vif-APOBEC3G blk: blocks the Vif interaction with human APOBEC3G | hit rate 0.076% among 410,000 | HeLa A3G-eYFP + Vif (tagged APOBEC3G with the HIV-1 protein that degrades it), YFP fluorescence, overnight | Potency, µM (titrated, usually from 46.1 µM), for the others: at the top dose activity, negative = active, hits mostly inhibitors | Q9HC16;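 also: potency is read from the fitted curve at half-maximal effect; % is scaled to controls: 0 for no effect and ±100 for the full control effect; nearly all actives have a fitted effect of over 60% in size; hits raise eYFP signal because A3G escapes Vif-driven loss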
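Read-out is eYFP fluorescence (Ex 488/Em 500-530) from Vif-expressing HeLa A3G-eYFP cells; more signal means A3G escaped Vif-mediated degradation. Cells plated overnight, compound pinned in, incubated overnight at 37 deg C.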
rTrxR1 inhibitor: rat TrxR1 inhibition; O89049; hit rate 1% among 390,000; Potency, µM (titrated, usually from 114 µM), without a hit: at the top dose activity change, negative = inhibition, actives largely listed as inhibitors; recombinant rTrxR1, NADPH fluorescence consumption, selenite substrate; AID 588453; also: potency is read from the fitted curve at half-maximal effect; % is scaled to controls: 0 for no effect and ±100 for the full control effect; nearly all actives have a fitted effect of over 65% in size
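Rat TrxR1 (90 nM in the dispensed reagent) was pre-reduced with 400 uM NADPH for 5 min at room temperature, then incubated with compound for 15 min. After 400 uM selenite was added, NADPH fluorescence (Ex 340/Em 450 nm) was followed for 8 min.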
RGS4 inhibitor: human RGS4 inhibition. P49798. Transcreener GDP fluorescence polarization, RGS4-accelerated GTP hydrolysis. Potency, µM (titrated, usually from 114 µM), for the others: at the highest dose activity change, negative = inhibition, actives largely listed as inhibitors. hit rate 0.039% among 390,000. AID 504845; also: potency is read from the fitted curve at half-maximal effect; % is scaled to controls: 0 for no effect and ±100 for the full control effect; nearly all actives have a fitted effect of over 75% in size; some results filed as inactive show a strong effect at the top dose
Target sequence (P49798 whole entry, looked up): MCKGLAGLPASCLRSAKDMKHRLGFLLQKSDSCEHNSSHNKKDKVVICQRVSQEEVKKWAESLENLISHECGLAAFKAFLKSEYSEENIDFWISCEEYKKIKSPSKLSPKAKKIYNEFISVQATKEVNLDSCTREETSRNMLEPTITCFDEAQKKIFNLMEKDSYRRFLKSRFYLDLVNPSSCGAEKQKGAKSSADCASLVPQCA
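MLSMR compounds (23 nl, pin-transferred) preincubated 10 min at room temperature with a 500nM (2x) first reagent, then RGS4 at 900nM (2x) plus Transcreener GDP mix added; fluorescence polarization (620/688 nm) read before and after 90 min at 30 °C.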
LDHA block: blocks human lactate dehydrogenase A; P00338; purified LDHA, NADH/diaphorase-resazurin fluorescence; active compounds read low; activity change, % (values are at about 110 or 230 µM); hit rate 0.15% among 480,000; AID 1347041; in the data active = activity change below about -30%; inconclusive = mostly about -25% to -30%;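 also: plate controls were DMSO wells for no effect and wells without enzyme for full effect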
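Human LDH5 at 2 nM final in Tris HCl pH 7.4 with 0.06 mM NADH and 0.2 mM pyruvate, reacted 5 minutes at room temperature. Remaining NADH coupled via diaphorase/resazurin; resorufin fluorescence read at 0 and 20 minutes, normalized to enzyme-free and DMSO wells.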
Active calls of the source: *; ? = inconclusive; / = not tested or not shown; [ ] = remark or other dose. Unless noted, calls follow the shape of the dose curve; as a rule, active = well fitted curve in the direction sought with a large enough effect; inconclusive = small, poorly fitted or top-dose-only effect, or another doubt; inactive = no such curve, though single readings can be large; an effect the other way counts as inactive or inconclusive. The list is partial (hit frequency here may not be typical).

SMILES	GRP78 ERSR act	Vif-A3F inh	mIDH1 inhibitor	USP1 inh	TrxR1 substrate	Vif-APOBEC3G blk	rTrxR1 inhibitor	RGS4 inhibitor	LDHA block
COc1ccc(C2N(c3ccccc3)CCN2c2ccccc2)cc1O	2.6%	-8.0%	-6.5%	?	-1.1%[57.1 µM]	-7.5%	14.5%[57.1 µM]	-45.2%	2.7
O=C(OCC(=O)N(C1CCCCC1)C1CCCCC1)c1ccc(Cl)nc1	-1.5%	-2.7%	-5.7%	1.9%	-3.1%	2.9%	-15.7%	22.2%	1.0
COc1ccc(Cl)cc1NC(=O)c1cc(S(=O)(=O)N2CCc3ccccc32)cn1C	-2.2%	8.2%	-9.7%	-14.8%	-7.0%	2.1%	15.5%	-17.5%	-5.3
COC(=O)c1ccc2c(=O)n(CCN3CCOCC3)c(SCC(=O)NCc3ccccc3)nc2c1	-4.2%	5.5%	-1.7%	-20.7%	-0.4%	-0.5%	15.8%	18.4%	-15.7
CC(=O)N/N=C(\N)c1nonc1N	4.6%	-10.3%	-5.0%	-8.1%	2.1%	0.2%	17.6%	6.3%	-16.0
CC(=O)Nc1ccc(NC(=O)C(NC(=O)C2CCC(C)CC2)C(C)C)cc1 (stereo not drawn)	-3.4%	-1.7%	13.0%	-3.8%	8.9%[2.29 µM]	-1.5%	-0.3%	22.3%	-9.0
CCC(Cc1ccccc1)NC(=O)Cn1cccc1C(=O)c1ccccc1 (stereo not drawn)	-3.8%	-3.6%	11.6%	-10.8%	4.8%	-8.7%	11.3%	?	2.4
Cc1ccc(Oc2cc(NC(=O)CCCn3nc(C)c([N+](=O)[O-])c3C)cc([N+](=O)[O-])c2)cc1	-2.1%	1.7%	4.0%	-21.2%	-7.1%	0.7%	-8.4%	-6.6%	0.1
CCCCN(C(=O)c1cccc(S(=O)(=O)N2CCN(C)CC2)c1)c1c(N)n(CCCC)c(=O)[nH]c1=O	1.8%	2.0%	5.5%	-19.2%	-4.0%	0.9%	-1.1%	-3.1%	2.0
COc1ccc(-c2nc(CSCC(=O)N3CCN(c4ccccc4F)CC3)c(C)o2)cc1	-4.8%	5.5%	-0.8%	-6.2%	2.0%	2.3%	10.4%	-0.9%	0.3
CCN(CC)CCCN1C(=O)C2C(C(=O)Nc3ccc(C(C)C)cc3)C3C=CC2(O3)C1C(=O)NC1CCCCC1 (stereo not drawn)	-1.8%	-17.4%	-9.2%	-13.2%	5.4%	0.3%	16.2%	4.7%	-3.8
COc1ccc(-c2ccc(SCc3cccnc3)nn2)cc1OC	-5.7%	-0.9%	6.8%	-20.1%	0.8%[57.1 µM]	-3.1%	0.6%[57.1 µM]	7.3%	-3.3
COC(=O)c1cnc(Oc2ccc(NC(=O)NC(=O)c3ccccc3Cl)cc2)cc1C(F)(F)F	-8.8%	1.3%	-3.1%	-13.5%	6.1%[57.1 µM]	-4.2%	25.4%[57.1 µM]	-13.2%	-1.5
O=C(C1CCC(Cn2c(=O)[nH]c3ccccc3c2=O)CC1)N1CCN(c2ccccc2)CC1 (stereo not drawn)	-1.9%	3.6%	-3.9%	?	-1.2%	-1.1%	8.1%	-0.8%	-1.4
CC1CN(c2ccc(NS(=O)(=O)c3ccccc3)cc2C(=O)O)CC(C)O1 (stereo not drawn)	-6.6%	?	0.1%	-24.9%	6.2%	-11.0%	13.6%	-3.9%	-11.6
CCN(CC)C(=O)CSc1nc2ccccc2c(=O)n1CC1CCCCC1	-3.9%	/	4.9%	-30.9%	-7.8%	-3.1%	-0.7%	-32.0%	0.1
Cc1ccc(C(=O)Nc2nc3nc(C)cc(=O)n3[nH]2)cc1	-2.3%	4.7%	-8.0%	-13.6%	-5.6%	3.5%	12.6%	-28.2%	-70.4*
O=C(Nc1cccnc1)c1cccc([N+](=O)[O-])c1	-1.4%	1.9%	1.0%	-32.2%	9.4%[57.1 µM]	-2.8%	11.4%[2.29 µM]	9.8%	-7.5
NC(=S)N/N=C/c1ccccc1OCCSc1ccc(Cl)cc1	3.9%	?	-7.1%	-11.3%	-6.7%	-2.5%	-3.7%	-35.9%	-5.1
COc1ccc(CNC(=O)CNC(c2ccccc2)c2ccccc2)cc1OC	-2.2%	4.4%	-11.5%	-10.0%	-2.5%	5.8%	10.3%	13.4%	-7.6
Cc1ccc(Cl)cc1NC(=O)c1sc2nc(C)c(C)c(C)c2c1N	-1.2%	-3.8%	-1.7%	-15.5%	2.1%	-6.7%	-0.2%	-17.8%	2.9
Cn1nnc(NC(=O)C(c2ccccc2)c2ccccc2)n1	-3.1%	-13.5%	7.2%	0.7%	-2.9%	-0.2%	5.7%	-4.3%	-4.2
COC(=O)/C(=N\Nc1ccccc1)Sc1nnc(-c2ccc(OC)cc2)n1C	-1.3%	6.9%	11.7%	-8.9%	4.9%[57.1 µM]	-1.0%	-9.0%[57.1 µM]	13.6%	-9.2
COc1ccc(Oc2ccc(C(F)(F)F)cc2NC(=O)c2ccc(F)cc2)cc1	-4.0%	-0.3%	3.0%	-15.7%	1.1%[57.1 µM]	-4.3%	16.3%[57.1 µM]	-11.9%	-2.7
COc1ccc(N2CCN(C(CNC(=O)C(C)(C)C)c3cccnc3)CC2)cc1 (stereo not drawn)	-4.6%	-5.5%	10.3%	-14.2%	4.6%	-0.4%	13.5%	-20.6%	2.7
SMILES	GRP78 ERSR act	Vif-A3F inh	mIDH1 inhibitor	USP1 inh	TrxR1 substrate	Vif-APOBEC3G blk	rTrxR1 inhibitor	RGS4 inhibitor	LDHA block
Nc1n[nH]c(C(F)(F)F)c1-c1ccccc1	-4.2%	0.6%	9.6%	-19.4%	-0.9%	-2.5%	21.2%	5.1%	0.1
Cc1oc2ccc(O)c(CN3CCCCC3C)c2c1C(=O)Nc1ccccc1 (stereo not drawn)	5.4%	-5.7%	-1.7%	-25.2%	5.2%	-3.4%	20.5%	20.8%	6.6
CCCCN(C)C(=O)c1ccc2c(c1)N(Cc1cccc(Cl)c1)C(=O)c1ccccc1S2=O (stereo not drawn)	-2.4%	-14.0%	-1.2%	-30.2%	-8.7%[57.1 µM]	-6.3%	-25.3%[57.1 µM]	-16.0%	-1.5
CCCN1CCN(C(=O)C2CCN(c3nnc(C)c4c(C)n(-c5ccc(C)cc5)nc34)CC2)CC1	-3.7%	?	-0.9%	-14.1%	7.6%	-22.8%	20.5%	1.0%	-18.6
COc1cc(CCC(=O)Nc2cccc(C(F)(F)F)c2)cc(OC)c1OC	-4.5%	-11.6%	-3.5%	-9.9%	-2.3%	1.3%	11.6%	12.7%	-7.8
Cc1cccc(N2CC(C(=O)Nc3cccc(S(=O)(=O)N4CCCCC4)c3)CC2=O)c1C (stereo not drawn)	-5.4%	-7.6%	-5.6%	-26.6%	-0.3%	1.8%	27.5%	5.0%	-5.2
Cc1nnc2c(SC(C)C)nc3ccccc3n12	10.6%	15.1%	1.0%	-8.0%	-0.8%	-7.8%	17.4%	8.2%	-4.1
O=C(Nc1c[nH]c(=O)[nH]c1=O)c1cccc([N+](=O)[O-])c1	0.4%	-8.3%	4.3%	5.8%	-8.8%	-0.1%	0.0%	0.8%	2.0
COc1cccc(-c2ncc3ccccc3c2COC(=O)c2cccc(Br)c2)c1	-2.5%	-1.0%	11.2%	-40.1%	-5.4%[57.1 µM]	-1.0%	27.1%[57.1 µM]	-4.6%	2.1
COc1cc(C(=O)NC(=S)N2CCN(C)CC2)cc(OC)c1OC	-5.0%	-3.7%	1.4%	-6.6%	1.4%[2.29 µM]	1.1%	-20.9%[57.1 µM]	-5.0%	4.4
COc1ccccc1N1CCN(C(CNC(=O)C(=O)NCCc2ccccc2)c2cccnc2)CC1 (stereo not drawn)	-5.4%	-3.3%	0.0%	-4.8%	10.6%[11.4 µM]	-0.3%	-2.8%	21.6%	-7.5
Brc1ccc(-c2csc(N3CCc4ccccc4C3)n2)cc1	-1.1%	/	3.0%	-0.8%	0.8%	1.0%	11.5%	-10.6%	-6.2

Exported with values under each structure: entries from further up
Fields – GRP78 ERSR act | Vif-A3F inh | mIDH1 inhibitor | USP1 inh | TrxR1 substrate | Vif-APOBEC3G blk | rTrxR1 inhibitor | RGS4 inhibitor | LDHA block
> CC(=O)Nc1ccc(NC(=O)C(NC(=O)C2CCC(C)CC2)C(C)C)cc1 (stereo not drawn)
→ -3.4% | -1.7% | 13.0% | -3.8% | 8.9%[2.29 µM] | -1.5% | -0.3% | 22.3% | -9.0
> COc1ccc(CNC(=O)CNC(c2ccccc2)c2ccccc2)cc1OC
→ -2.2% | 4.4% | -11.5% | -10.0% | -2.5% | 5.8% | 10.3% | 13.4% | -7.6
> COc1ccc(-c2ccc(SCc3cccnc3)nn2)cc1OC
→ -5.7% | -0.9% | 6.8% | -20.1% | 0.8%[57.1 µM] | -3.1% | 0.6%[57.1 µM] | 7.3% | -3.3
> COc1cc(CCC(=O)Nc2cccc(C(F)(F)F)c2)cc(OC)c1OC
→ -4.5% | -11.6% | -3.5% | -9.9% | -2.3% | 1.3% | 11.6% | 12.7% | -7.8
